Screening results deposited in PubChem by National Center for Advancing Translational Sciences (NCATS).
POLB inh: qHTS Assay for Inhibitors of DNA Polymerase Beta; P06746; hit rate 1.3% among 340,000; Pol beta primer extension/strand displacement, fluorescence kinetic; Potency, µM (titrated, usually from 114 µM), inactives show at the top dose activity change, negative = inhibition, usual class: inhibitors; note: potency is the fitted concentration of half-maximal effect; % is set by controls: 0 for no effect and ±100 for the full control effect
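Kinetic readout of DNA synthesis with strand displacement by Pol beta. Compound and 10 nM enzyme sit 15 min at room temperature; 50 nM substrate starts the reaction, read immediately and at 10 min.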
Anesthetic bind: qHTS Assay for Identification of Novel General Anesthetics | Ferritin light chain (Equus caballus), P02791 | hit rate 0.074% among 350,000 | Potency, µM (titrated, usually from 77.5 µM), for inactives: top-dose activity change, negative = displacement, most hits filed as inhibitors | apoferritin/1-aminoanthracene competitive binding, fluorescence | AID 485281, 2010; note: potency is the fitted concentration of half-maximal effect; % is set by controls: 0 for no effect and ±100 for the full control effect; nearly all actives have a fitted effect of over 20% in size
Target sequence (P02791 2-175 limits assumed): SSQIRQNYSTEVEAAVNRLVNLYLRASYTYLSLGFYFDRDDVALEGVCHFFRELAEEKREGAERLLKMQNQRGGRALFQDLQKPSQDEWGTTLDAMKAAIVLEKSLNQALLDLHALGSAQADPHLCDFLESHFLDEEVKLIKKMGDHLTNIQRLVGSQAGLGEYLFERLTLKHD
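Concentration-response curves derived by four-parameter Hill fitting of normalized fluorescence, where compounds displaced 1-AMA from 10 uM horse apoferritin following a brief 10 min room-temperature incubation; propofol titration acted as positive control.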
PGK inhibitor: qHTS Assay to Find Inhibitors of Phosphoglycerate Kinase. hit rate 0.043% among 380,000. Potency, µM (titrated, usually from 57.5 µM), without a hit: at the highest dose activity change, negative = inhibition, most hits filed as inhibitors. PGK/GAPDH coupled, Kinase-Glo luminescence, 60 min. Phosphoglycerate kinase, glycosomal (Trypanosoma brucei brucei), P07378; note: potency is the fitted concentration of half-maximal effect; % is set by controls: 0 for no effect and ±100 for the full control effect; nearly all actives have a fitted effect of over 60% in size
Target sequence (P07378 whole entry, looked up): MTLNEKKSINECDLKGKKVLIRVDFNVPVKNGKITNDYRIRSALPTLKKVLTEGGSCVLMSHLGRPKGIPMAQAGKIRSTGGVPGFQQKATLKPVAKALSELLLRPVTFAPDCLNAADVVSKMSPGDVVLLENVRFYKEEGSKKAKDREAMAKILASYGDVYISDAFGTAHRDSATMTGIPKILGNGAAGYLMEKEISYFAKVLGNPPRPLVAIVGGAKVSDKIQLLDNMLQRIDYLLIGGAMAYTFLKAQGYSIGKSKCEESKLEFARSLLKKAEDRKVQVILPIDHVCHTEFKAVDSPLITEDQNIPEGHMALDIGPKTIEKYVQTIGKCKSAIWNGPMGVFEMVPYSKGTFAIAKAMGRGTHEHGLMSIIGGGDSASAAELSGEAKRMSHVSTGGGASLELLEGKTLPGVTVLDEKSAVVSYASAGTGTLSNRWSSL
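Recombinant glycosomal PGK reaction used 1,3-bisphosphoglycerate generated in-well by GAPDH (100nM final) in 100mM TEA pH 7.6, 5mM MgCl2, 0.01% Tween-20. After 60 minutes at room temperature, ATP was read by Kinase-Glo Plus luminescence end-point.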
BLM inh: qHTS Assay for Inhibitors of Bloom's syndrome helicase (BLM); RecQ-like DNA helicase BLM (Homo sapiens), P54132; recombinant BLM DNA unwinding, fluorescence dequenching; Potency, µM (series often up to 56.1 µM), for inactives: at the top dose activity change, negative = inhibition, hits mostly inhibitors; hit rate 0.2% among 350,000; AID 2528, 2010;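 note: potency is the fitted concentration of half-maximal effect; plate controls were vehicle for no effect and no enzyme for full effect; nearly all actives have a fitted effect of over 35% in size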
Pol iota inh: qHTS for Inhibitors of Polymerase Iota. DNA polymerase iota (Homo sapiens), Q9UNA4. Pol iota fluorescent replication assay, 10 min. hit rate 1% among 390,000. AID 588590, 2011. Potency, µM (highest dose often 115 µM), without a hit: at the top dose activity, negative = inhibition, hits mostly inhibitors; note: potency is the fitted concentration of half-maximal effect
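Pol iota at 10 nM preincubated 15 min with compounds at room temperature; reaction started with fluorescent substrate, 50 nM final. Fluorescence read kinetically at 0 and 10 min; buffer-only wells as negative control.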
APE1 inh: qHTS Assay for Inhibitors of the Human Apurinic/apyrimidinic Endonuclease 1 (APE1); DNA repair nuclease/redox regulator APEX1 (Homo sapiens), P27695; recombinant APE1, TAMRA/BHQ-2 abasic DNA cleavage fluorescence; Potency, µM (doses to about 65.8 µM), inactives show top-dose activity change, negative = inhibition, usual class: inhibitors; hit rate 0.35% among 350,000; AID 2517, 2012;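 note: potency is the fitted concentration of half-maximal effect; plate controls were vehicle for no effect and reference inhibitor for full effect; nearly all actives have a fitted effect of over 55% in size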
Target sequence (P27695 whole entry, looked up): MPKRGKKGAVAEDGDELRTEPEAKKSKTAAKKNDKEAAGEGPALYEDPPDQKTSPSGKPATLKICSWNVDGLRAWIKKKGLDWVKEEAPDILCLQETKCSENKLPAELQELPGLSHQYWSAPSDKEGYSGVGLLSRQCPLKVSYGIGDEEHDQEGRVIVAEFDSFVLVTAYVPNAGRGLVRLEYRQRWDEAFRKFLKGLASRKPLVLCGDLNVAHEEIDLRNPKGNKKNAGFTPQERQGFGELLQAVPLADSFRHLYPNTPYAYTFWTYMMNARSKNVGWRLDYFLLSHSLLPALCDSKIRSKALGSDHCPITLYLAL
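Enzyme (0.75 nM final) and test compound are incubated 15 min at room temperature before adding 50 nM quenched THF abasic-site duplex. Cleavage dequenches TAMRA, followed at 525/598 nm over three reads one minute apart.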
RXFP1 antagonist: qHTS Assay for Antagonists of the Relaxin Receptor RXFP1; Relaxin receptor 1 (Homo sapiens), Q9HBX9; HEK293-RXFP1, relaxin-stimulated cAMP HTRF, 30 min; active compounds read low; activity change, negative = inhibition, % at 57.5 µM; hit rate 0.59% among 350,000;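 active = activity change of -60% or lower, but not beyond a set lower limit; inconclusive = change between -60% and -40%, or beyond the set limit; inactive = change above -40%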; note: % is set by controls: 0 for no effect and ±100 for the full control effect
POLH inh: qHTS for Inhibitors of Polymerase Eta; recombinant Pol eta, fluorescent DNA replication assay; Potency, µM (top dose mostly 114 µM), without a hit: top-dose activity change, negative = inhibition, hits mostly inhibitors; hit rate 1.2% among 390,000; note: potency is the fitted concentration of half-maximal effect; % is set by controls: 0 for no effect and ±100 for the full control effect
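Fluorescent replication assay: 50 nM final substrate added after a 15 min room-temperature compound preincubation with 10 nM enzyme. Signal taken at 0 min and again at 10 min.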
POLK inh: qHTS for Inhibitors of Polymerase Kappa; purified Pol kappa, fluorescent DNA synthesis assay, 10 min; hit rate 0.53% among 400,000; Potency, µM (titrated, usually from 107 µM), for the others: top-dose activity, negative = inhibition, most hits filed as inhibitors; note: potency is the fitted concentration of half-maximal effect; % is set by controls: 0 for no effect and ±100 for the full control effect
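50 nM final substrate added after 15 min RT preincubation of 10 nM Pol kappa with compound; fluorescence read at 0 and 10 min.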
* = called active by the depositor; i = inactive; ? = inconclusive; . = no result given; & = joins results of further samples; [ ] = remark or other dose. Unless noted, calls come from the whole dose curve; as a rule, active = well fitted curve in the direction sought with a large enough effect; inconclusive = small, poorly fitted or top-dose-only effect, or another doubt; inactive = no such curve, though single readings can be large; an effect the other way counts as inactive or inconclusive.

Preview, 2 compounds:
No.	compound	POLB inh	Anesthetic bind	PGK inhibitor	BLM inh	Pol iota inh	APE1 inh	RXFP1 antagonist	POLH inh	POLK inh
1	CCC1CCc2c(sc3ncnc(N4CCOCC4)c23)C1 (stereo not given)	-18%	-1%	i	-6%	-12%	16%	-7	-12%	-2%
2	COc1ccc2[nH]c3c(c2c1)CCN1C(=O)C(CC(=O)NCCCn2ccnc2)C[C@H](C(=O)N2CCCCC2)[C@@]31CCc1ccccc1 (stereo not given in full)	.	.	3%	.	-7%	-5%	.	-13%	-11%

The list itself, previewed entries included:
No.	compound	POLB inh	Anesthetic bind	PGK inhibitor	BLM inh	Pol iota inh	APE1 inh	RXFP1 antagonist	POLH inh	POLK inh
1	CCC1CCc2c(sc3ncnc(N4CCOCC4)c23)C1 (stereo not given)	-18%	-1%	i	-6%	-12%	16%	-7	-12%	-2%
2	COc1ccc2[nH]c3c(c2c1)CCN1C(=O)C(CC(=O)NCCCn2ccnc2)C[C@H](C(=O)N2CCCCC2)[C@@]31CCc1ccccc1 (stereo not given in full)	.	.	3%	.	-7%	-5%	.	-13%	-11%
3	Cc1csc(NC(=O)c2ccc(Cl)cc2[N+](=O)[O-])n1	5%	-8%	3%	-12%	58%[activator]	2%	?	-6%	-1%
4	Cc1onc(-c2ccccc2Cl)c1C(=O)Nc1cccc(S(=O)(=O)N2CCOCC2)c1	.	.	-4%	.	-11%	29%	3	-3%	-1%
5	CCN1CCN(c2ccc(S(=O)(=O)N3CCCCC3)cc2NC(=O)c2ccc(OC(F)F)cc2)CC1	.	.	-2%	.	3%	-2%	-18	-7%	-16%
6	O=C1CCC/C(=N/NC(=O)c2sc3ccccc3c2Cl)C1	?	-10%	-5%	-8%	-26%	3%	-1	1%	-15%
7	O=C(NN1C(=O)C2C3C=CC(C3)C2C1=O)c1cccc(Cl)c1 (stereo not given)	21%	-6%	0%	-11%	?	26%	4	-16%	?
8	Cc1ccc(S(=O)(=O)NCCC2=CCCCC2)cc1C(N)=O	22%	?	-10%	-2%	16%	-23%	1	-12%	6%
9	COc1ccc(CCC(=O)N2CCN(C(=O)c3ccccc3)CC2)cc1	0%	1%	8%	-11%	33%[activator]	5%	-15	-17%	-6%
10	Cc1cc(=O)n(CC(C)C)c(O)c1C#N	1%	-8%	0%	-2%	11%	?	0	-1%	-8%
11	O=C(Cn1cc2c(n1)CCCC2)Nc1cc(-c2cccc(Cl)c2)no1	-2%	?	-2%	-9%	-9%	-10%	-36	-25%	-3%
12	O=C(CSc1ccccc1)NCCc1ccc(F)cc1	20%	-14%	-2%	0%	1%	44%	-3	-11%	17%
13	COc1ccccc1CN1CCNC(=O)C1CC(=O)NCCCN1CCCC1=O (stereo not given)	1%	11%	5%	-14%	40%[activator]	5%	8	2%	-9%
14	COCCCNC(=O)c1c(N)n(-c2cccc(S(N)(=O)=O)c2)c2nc3ccccc3nc12	-1%	418%[activator]	i	-10%	17%	-6%	3	?	-10%
15	CCc1nn(C(CC)C(=O)NCc2cccc(OC)c2)c(=O)c2cc3occc3n12 (stereo not given)	3%	-6%	-10%	-1%	49%[activator]	32%	30	-21%	-3%
16	CCOc1ccc(OCC)c(NC(=O)c2[nH]c(C)c(C(C)=O)c2C)c1	2%	-12%	i	-1%	14%	-4%	5	14%	-19%
17	C=C(C)C1CC=C(C)/C(=N\NC(=S)Nc2ccc(C)cc2)C1 (stereo not given)	-20%	5%	-4%	-7%	-7%	-13%	-18	-17%	-11%
18	Cn1c(=O)c2c(n3cnnc13)-c1ccccc1CC21CCCC1	0%	2%	.	0%	16%	0%	4	-4%	1%
19	C[C@@H]1C[C@H](O)c2cc(Cl)ccc2N1	-8%	-1%	-7%	-8%	22%	0%	-8	3%	-7%
20	CC(C)C(NC(=O)C1CCC(C(C)(C)C)CC1)C(=O)NCCCN1CCCCC1 (stereo not given)	0%	-5%	-5%	0%	-6%	0%	-8	-20%	-3%
21	COC(=O)c1ccccc1NC(=O)CN1CCC(C)CC1	6%	-14%	-4%	-4%	45%[activator]	-2%	-17	-12%	-20%
22	NNC(=O)c1cccn(Cc2cccc(C(F)(F)F)c2)c1=O	6%	?	3%	-5%	33%[activator]	24%	-5	-3%	-19%
23	COc1ccccc1N(CC(=O)Nc1cccnc1)S(C)(=O)=O	?	-7%	.	-3%	7%	-5%	8	1%	-16%
24	CCOC(=O)/C(C(C)=O)=C1\OC(=O)c2ccccc21	7%	-16%	-6%	2%	-19%	-4%	9	-1%	-6%
25	C[C@@H]1CN([C@@H](C)CO)C(=O)Cc2cc(NS(=O)(=O)c3ccccc3)ccc2O[C@H]1CN(C)S(C)(=O)=O	.	.	i	.	-3%	19%	.	5%	7%

As entered above:
Reading of cpd 2 under PGK inhibitor: 3%
Reading of cpd 15 under BLM inh: -1%
Reading of cpd 1 under POLK inh: -2%

Continuation:
No.	compound	POLB inh	Anesthetic bind	PGK inhibitor	BLM inh	Pol iota inh	APE1 inh	RXFP1 antagonist	POLH inh	POLK inh
26	N#CC1=C(N)OC2=C(C(=O)CCC2)C1c1ccncc1 (stereo not given)	5%	-9%	-5%	-1%	5%	-2%	-12	-8%	7%
27	CCCn1c(SCC(=O)Nc2cccc(NC(C)=O)c2)nnc1C(C)C	12%	-8%	1%	0%	15%	-8%	-11	8%	10%
28	CCc1nnc(NC(=O)C2Cc3ccccc3C(=O)O2)s1 (stereo not given)	34%	-1%	-7%	2%	-1%	-3%	-3	-19%	7%
29	COc1cc(OC)c(-c2nn3c(-c4ccco4)nnc3s2)cc1OC	1%	-3%	i	1%	-26%	-11%	-1	?	-28%
30	CC1=NN(C(=O)c2cc(C)nn2C)C(O)(C(F)(F)F)C1 (stereo not given)	14%	-11%	-11%	-11%	2%	-2%	7	-22%	-12%
31	Cc1cc(C)cc(NCc2cc(=O)oc3cc(C)c(O)cc23)c1	-5%	1%	i	-4%	0%	7%	-7	7%	7%
32	Cc1nnc(-c2cnn(C)c2N)n1Cc1ccccc1	-6%	-6%	5%	-3%	12%	-5%	0	-10%	-6%
33	COc1ccc(Br)cc1C1N2CC3(C)CN1CC(C)(C2)C3=O (stereo not given)	-1%	-10%	-1%	0%	19%	-1%	6	8%	-5%
34	Cn1c2ccccc2c2cnn(CC(=O)Nc3ccccc3Br)c(=O)c21	3%	2%	-7%	1%	?	8%	2	9%	6%
35	COCCCNC(=S)N1CCCN(c2nc3cc(C)c(C)cc3cc2C#N)CC1	-2%	14%	0%	4%	74%[activator]	-2%	-8	-14%	-14%
36	O=[N+]([O-])c1ccc(N/N=C/c2ccccc2O)cc1	28%	3%	-3%	-8%	?	-17%	-22	-7%	-13%
37	O=[N+]([O-])c1ccc(Nc2nc(N/N=C/c3cccc(F)c3)nc(N3CCCC3)n2)cc1	1%	9%	-9%	4%	2%	?	-6	-14%	-6%
38	CCSc1nc2c(c(=O)[nH]1)C(c1ccncc1)C(C(=O)OC(C)C)=C(C)N2 (stereo not given)	21%	-12%	1%	0%	16%	-1%	7	-12%	-6%
39	Cc1cc(C(=O)NCc2cccnc2)cs1	1%	-12%	-8%	2%	-11%	2%	-25	-9%	11%
40	COC(=O)c1ccc(CN2C(=O)C(C)N(C(=O)c3c(F)cccc3F)c3ccccc32)cc1 (stereo not given)	12%	-15%	-8%	-11%	-3%	-3%	-4	-22%	-7%
41	O=C(NCCCN1CCCC1=O)c1cc(NS(=O)(=O)c2ccc(F)cc2)cc(NS(=O)(=O)c2ccc(F)cc2)c1	-18%	-24%	-5%	2%	3%	?	-2	-8%	-17%
42	CCc1ccc(NC(=O)c2cc(-c3cccs3)on2)cc1	5%&-1%	-4%&-13%	4%	-3%&-2%	-26%&21%	0%	3&-18	-7%	-21%&11%
43	Cn1cc(C(=O)N/N=C/c2cc(Br)cs2)c2ccccc21	-28%	-1%	.	-1%	.	6%	.	.	.
44	CCCn1nc2cc(C(=O)NCc3ccccc3OC)ccc2c1OCC	13%	-4%	-4%	-2%	-3%	1%	.	2%	-5%
45	OCCC1CN(Cc2cccn2-c2cccnc2)CCN1Cc1ccccc1 (stereo not given)	4%	-6%	9%	-3%	2%	15%	-3	-17%	4%
46	CCC(=O)Nc1cccc(-c2ccc(N3CCCCC3)nn2)c1	0%	-1%	-8%	-1%	2%	35%	9	0%	-23%
47	COC(=O)c1ccc2c(=O)[nH]c(COC(=O)c3[nH]c(C)c(C(C)=O)c3C)nc2c1	.	.	-1%	.	7%	18%	-19	?	-12%
48	O=C(COC(=O)COc1ccc(Cl)cc1Cl)NC1CCCC1	.	.	-2%	.	-28%	27%	-4	-18%	3%
49	Cc1cc(C)cc(C(=O)NCC(=O)OCC(=O)N2CCCCC2)c1	6%	-11%	-9%	0%	139%[activator]	4%	0	-9%	-3%
50	Cn1c(Oc2ccc(Cl)cc2)nc2c1c(=O)n(Cc1ccc(F)cc1)c(=O)n2C	3%	-15%	-2%	-9%	-4%	.	.	-16%	-3%
51	CN1C(=O)S/C(=C/c2cccn2-c2cccc(C(=O)O)c2)C1=O	?	-22%	-3%	-1%	?	?	7	50µM*	-32%
52	CC1(C)OC2CC3C4CCC5=CC(=O)CCC5(C)C4(F)C(O)CC3(C)[C@]2(C(=O)CCl)O1 (stereo not given in full)	.	-7%	.	3%	.	-5%	.	.	2%[60.1 µM]
53	O=C(CSC1=NC(=O)C(c2ccccc2)C(=O)N1)Nc1cccc(Cl)c1 (stereo not given)	18%	-6%	2%	1%	10%	-2%	-6	-12%	-11%
54	Cc1[nH]nc(C(F)(F)F)c1CCC(=O)NC1CCCCCC1	.	.	6%	.	33%[activator]	42%	6	4%	-4%
55	COc1ccc(OCCCC(=O)OCC(=O)N2CCN(S(=O)(=O)c3ccc(C)cc3C)CC2)cc1	.	.	4%	.	?	.	11	-6%	-14%

Not all compounds are listed (hit frequency here may not be typical).
